TNAP activation fold: human TNAP enzyme activators, primary screen, biochemical, luminescent, no phosphate acceptor, uHTS (AID 1001) | Alkaline phosphatase, tissue-nonspecific isozyme (Homo sapiens) | purified TNAP, luminescent activation assay, no phosphate acceptor; higher activation fold means a stronger effect | one-dose activation fold at 20 µM; EC50 in µM for titrated hits | 200,000 tested, 0.03% active; in the data active = activation fold from about 3, or a potency from the dose series; inactive = the rest, 99 in 100 with activation fold below about 1.6; also: many of its hits are not listed in these tables
T cell modulator: modulators of CD8 T cell-vesicle binding, primary screen, mouse 2C CD8+ T cells, flow cytometry. 2C CD8+ T cell-vesicle binding; active compounds read low. calls only at 7 µM. 330,000 tested, 0.068% active. AID 2052, 2009;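 active = response, share of CD8 T cells binding vesicles, and their 90th percentile fluorescence all below set limits, cut at about 80% in these data, passing the limit was not always enough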
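Incubation: binding step 1.5 h, 37 °C, antibody labelling 20 min, ice; system: murine 2C transgenic CD8+ T lymphocytes; technique: cytometric PE anti-B7-1 and Alexa647 anti-CD8 signals after 1% paraformaldehyde fixation; also added: QL9-charged Drosophila Ld/ICAM-1/B7-1 vesicles; control set: naked versus QL9-loaded vesicles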
MgcRacGAP inhibition: MgcRacGAP GTPase-activating activity inhibitors, confirmation, biochemical, ADP Hunter fluorescence; Rac GTPase-activating protein 1 (Homo sapiens); MgcRacGAP-stimulated Rac1 GTP hydrolysis, ADP Hunter fluorescence; higher % means a stronger effect; GST-tagged Rac1 F28L mutant substrate; inhibition, % at 30 µM, or IC50 in µM where a hit was titrated; 340,000 tested, 0.6% active; AID 624330, 2012;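 active = first-screen hits whose inhibition reached a set limit at any dose in the follow-up dose series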;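 also: fluorescence reports GDP produced by GAP-driven GTP hydrolysis; strong numbers were not always called active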
RSV antiviral HEp-2: RSV antiviral activity via CPE protection, HEp-2 cells, primary 10 µM value included (AID 2391); HEp-2 cells, RSV-induced CPE inhibition; higher % means a stronger effect; 310,000 tested, 0.13% active; CPE inhibition, % at 10 µM, or IC50 in µM where a hit was titrated; in the data active = a potency from the dose series; also: strong numbers were not always called active
Myeloid diff MLP: induction of myeloid progenitor differentiation, primary screen, cell-based, flow cytometry, MLPCN library | ER-HoxA9 myeloid progenitors, lysozyme-GFP differentiation | 360,000 tested, 1% active | calls only at 10 µM | AID 624256, 2012;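 active = normalized GFP-positive differentiation at or above the plate's own cutoff, the solvent-only control mean plus 3 SD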;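 also: cells exposed to compound for four days before flow analysis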
Salmonella PhoP GFP: inhibitors of PhoP regulon expression, primary screen, Salmonella Typhimurium, GFP reporter (AID 1863) | S. Typhimurium PhoP-regulated promoter GFP reporter, 4 h; higher % means a stronger effect | one-dose inhibition, % at 50 µM; IC50 in µM for titrated hits | 300,000 tested, 0.16% active;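 active = inhibition over 29.93%, a cutoff 3 SD above the screen mean, later confirmed by dose response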;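 also: 0% = low Mg2+ inducing control and 100% = high Mg2+ repressing control; strong numbers were not always called active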
Large T inhibition: SV40 large T antigen inhibitors, biochemical (AID 1903) | inhibition, % at 20 µM; hits with a dose series show IC50 in µM | 310,000 tested, 0.39% active | SV40 large T antigen ATPase/helicase inhibition assay; higher % means a stronger effect; in the data active = a potency from the dose series; also: strong numbers were not always called active
K1F lysis inhibition: inhibition of K1F phage lysis, E. coli UTI89, bacterial capsule biogenesis inhibitors, alamar blue (AID 488966) | E. coli UTI89 K1F phage lysis, alamar blue, 2 h; higher % means a stronger effect | inhibition, % at 100 µM, or IC50 in µM where a hit was titrated | 340,000 tested, 0.02% active;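 active = phage lysis inhibition, versus mean bacterial control, above a set limit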;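 also: capsule biogenesis inhibitors block K1F phage lysis so surviving cells raise fluorescence; higher fluorescence means more inhibition of phage lysis; actives were called in the ten point dose series up to 300 µM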
NTR1 ag: agonists of NTR1, primary screen, imaging, U2OS cells, beta-arrestin-GFP, high content (AID 493036); 330,000 tested, 0.17% active; activation, % at 20 µM; Neurotensin receptor type 1 (Homo sapiens), P30989; NTR1-U2OS beta-arrestin-GFP spot imaging, agonist mode;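 active = activation at or above 40% of the spot to cytoplasm intensity ratio, with at least 20 cells analyzed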;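 also: 0% = DMSO without peptide and 100% = 100 nM NTR1 peptide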
Target sequence (P30989 whole entry, looked up): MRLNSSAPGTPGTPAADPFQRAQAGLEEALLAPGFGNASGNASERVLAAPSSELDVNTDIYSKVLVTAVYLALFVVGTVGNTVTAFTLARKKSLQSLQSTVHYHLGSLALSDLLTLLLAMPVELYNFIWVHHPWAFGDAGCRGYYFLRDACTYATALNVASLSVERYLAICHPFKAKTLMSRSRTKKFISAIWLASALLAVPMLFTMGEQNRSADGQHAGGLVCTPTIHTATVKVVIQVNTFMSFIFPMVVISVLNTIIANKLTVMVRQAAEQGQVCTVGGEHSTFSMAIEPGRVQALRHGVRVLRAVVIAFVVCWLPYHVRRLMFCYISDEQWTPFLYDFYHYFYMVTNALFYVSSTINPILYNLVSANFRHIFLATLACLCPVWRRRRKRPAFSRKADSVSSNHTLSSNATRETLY
T cell modulator vesicle-bound %: further read-out of T cell modulator, marked with its call; double positive events, %; measured here: CD8+ vesicle-bound cell fraction;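 binding gate set so that unloaded-vesicle control wells show 10% double positive cells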
NTR1 ag cell count 20 µM: second read-out of NTR1 ag, no call of its own (marks repeat the call); cell count; measured here: cell count, cytotoxicity flag
Myeloid diff MLP GFP+ MAC1+ %: recorded beside Myeloid diff MLP, whose call it bears; GFP+ MAC1+ double positive, %; measured here: differentiation confirmed by MAC1 staining
The depositor's hits bear a star; [ ] = dose if it differs, or a comment. Random draw from the library; any-hit rate near 2.3%.

`CCOC(=O)c1c(-c2cccs2)csc1NC(=O)CSc1ncn[nH]1` gave TNAP activation fold 1.1, T cell modulator inactive, MgcRacGAP inhibition 11.8%, RSV antiviral HEp-2 0.9%, Myeloid diff MLP inactive, Salmonella PhoP GFP -8.6%, Large T inhibition 20.4%, K1F lysis inhibition 0.2%, NTR1 ag 28.0, T cell modulator vesicle-bound % 14.8, NTR1 ag cell count 20 µM 82 and Myeloid diff MLP GFP+ MAC1+ % 5.0.
Screening CN(Cc1ccccc1O)CC1CCCN(CCc2ccc(Cl)cc2)C1 (stereo not given) returned T cell modulator inactive, MgcRacGAP inhibition 8.8%, RSV antiviral HEp-2 -0.3%, Myeloid diff MLP inactive, Salmonella PhoP GFP -1.6%, Large T inhibition 14.1%, K1F lysis inhibition 5.3%, NTR1 ag 0.7, T cell modulator vesicle-bound % 41.6, NTR1 ag cell count 20 µM 62 and Myeloid diff MLP GFP+ MAC1+ % 0.4.
Screening COc1ccc(S(=O)(=O)N2CCOCC2)cc1NC(=O)Cc1ccc(Cl)c(Cl)c1 returned TNAP activation fold 1, T cell modulator inactive, MgcRacGAP inhibition 7.0%, RSV antiviral HEp-2 1.9%, Myeloid diff MLP inactive, Salmonella PhoP GFP -8.8%, Large T inhibition 0.9%, K1F lysis inhibition 4.8%, NTR1 ag -0.2, T cell modulator vesicle-bound % 24.8, NTR1 ag cell count 20 µM 25 and Myeloid diff MLP GFP+ MAC1+ % 0.6.
O=C(N[C@H]1CCC(=O)N(CCSc2ccc(Br)cc2)CC1)OCc1ccccc1 was read as T cell modulator inactive, MgcRacGAP inhibition 9.0%, RSV antiviral HEp-2 14.9%, Myeloid diff MLP inactive, K1F lysis inhibition 1.5%, NTR1 ag 6.6, T cell modulator vesicle-bound % 58.6, NTR1 ag cell count 20 µM 55 and Myeloid diff MLP GFP+ MAC1+ % 1.6.
`O=C(NC1CSC/C1=N\O)c1ccccc1` (stereo not given) gave TNAP activation fold 1, T cell modulator inactive, MgcRacGAP inhibition 4.6%, RSV antiviral HEp-2 0.8%, Myeloid diff MLP inactive, Salmonella PhoP GFP 7.2%, Large T inhibition -5.8%, K1F lysis inhibition 0.6%, NTR1 ag -0.3, T cell modulator vesicle-bound % 43.6, NTR1 ag cell count 20 µM 95 and Myeloid diff MLP GFP+ MAC1+ % 2.0.
Screening COc1ccc(C)cc1S(=O)(=O)N(CC(=O)N1CCCC1)c1ccccc1 returned TNAP activation fold 1.1, T cell modulator inactive, MgcRacGAP inhibition 4.0%, RSV antiviral HEp-2 0.0%, Myeloid diff MLP inactive, Salmonella PhoP GFP -0.6%, Large T inhibition 0.0%, K1F lysis inhibition -0.2%[50 µM], NTR1 ag -0.1, T cell modulator vesicle-bound % 19.5, NTR1 ag cell count 20 µM 63 and Myeloid diff MLP GFP+ MAC1+ % 7.5.
For O=C(O)Cc1ccc(NS(=O)(=O)c2ccc3ccccc3c2)cc1 the results were T cell modulator inactive, MgcRacGAP inhibition 2.0%, RSV antiviral HEp-2 1.4%, Myeloid diff MLP inactive, Salmonella PhoP GFP 0.7%, Large T inhibition 24.1%, K1F lysis inhibition 0.1%, NTR1 ag -0.5, T cell modulator vesicle-bound % 39.0, NTR1 ag cell count 20 µM 81 and Myeloid diff MLP GFP+ MAC1+ % 0.8.
For Cc1cccc(C)c1NC(=O)NC1(C(=O)NCCCN2CCOCC2)CCCCC1 the results were TNAP activation fold 1.1, T cell modulator inactive, MgcRacGAP inhibition 4.3%, RSV antiviral HEp-2 0.3%, Salmonella PhoP GFP 4.9%, Large T inhibition 16.1%, K1F lysis inhibition 2.5%, NTR1 ag -0.1, T cell modulator vesicle-bound % 39.2 and NTR1 ag cell count 20 µM 41.
Screening COc1ccc(OC)c(/C=N/n2c(COc3ccccc3)n[nH]c2=S)c1 returned T cell modulator inactive, MgcRacGAP inhibition 8.1%, RSV antiviral HEp-2 3.8%, Myeloid diff MLP inactive, Salmonella PhoP GFP -5.5%, Large T inhibition 0.2%, K1F lysis inhibition -0.6%[50 µM], NTR1 ag 1.3, T cell modulator vesicle-bound % 24.6, NTR1 ag cell count 20 µM 82 and Myeloid diff MLP GFP+ MAC1+ % 0.6.
For Cc1ccc(-c2ccc(CCC(=O)O)n2NC(N)=S)cc1 the results were TNAP activation fold 1, T cell modulator inactive, MgcRacGAP inhibition 5.3%, RSV antiviral HEp-2 1.4%, Myeloid diff MLP inactive, Salmonella PhoP GFP -7.9%, Large T inhibition 12.4%, K1F lysis inhibition -0.7%, NTR1 ag -0.3, T cell modulator vesicle-bound % 39.1, NTR1 ag cell count 20 µM 47 and Myeloid diff MLP GFP+ MAC1+ % 1.1.
Screening CCOC(=O)c1[nH]c2c(c1-c1ccccc1)C(=O)CC(c1ccc(OCC)cc1)C2 (stereo not given) returned TNAP activation fold 1, T cell modulator inactive, MgcRacGAP inhibition 1.5%, RSV antiviral HEp-2 1.4%, Myeloid diff MLP inactive, Salmonella PhoP GFP 7.5%, Large T inhibition -10.4%, K1F lysis inhibition -8.0%, NTR1 ag 6.2, T cell modulator vesicle-bound % 65.2, NTR1 ag cell count 20 µM 51 and Myeloid diff MLP GFP+ MAC1+ % 3.3.
Screening CCCOc1ccc(/C(O)=C2\C(=O)C(=O)N(CCCOC)C23C(=O)N(C)c2ccccc23)cc1 (stereo not given) returned TNAP activation fold 1.1, T cell modulator inactive, MgcRacGAP inhibition 11.5%, RSV antiviral HEp-2 -0.3%, Myeloid diff MLP inactive, Salmonella PhoP GFP -0.9%, Large T inhibition -5.0%, K1F lysis inhibition 1.3%, NTR1 ag 0.9, T cell modulator vesicle-bound % 57.2, NTR1 ag cell count 20 µM 44 and Myeloid diff MLP GFP+ MAC1+ % 0.9.
Screening Cc1ccc(NC(=O)CCC(=O)NNS(=O)(=O)c2ccccc2)cc1C returned TNAP activation fold 1.1, T cell modulator inactive, MgcRacGAP inhibition 13.5%, RSV antiviral HEp-2 2.0%, Myeloid diff MLP inactive, Salmonella PhoP GFP -1.2%, Large T inhibition 24.6%, K1F lysis inhibition 1.7%, NTR1 ag 1.7, T cell modulator vesicle-bound % 30.5, NTR1 ag cell count 20 µM 42 and Myeloid diff MLP GFP+ MAC1+ % 0.7.
Cc1cc(N2Cc3ccccc3C2)ccc1C=O was read as T cell modulator inactive, MgcRacGAP inhibition 1.2%, RSV antiviral HEp-2 7.8%, Myeloid diff MLP inactive, Salmonella PhoP GFP 1.6%, Large T inhibition 26.5%, K1F lysis inhibition -0.1%, NTR1 ag 2.8, T cell modulator vesicle-bound % 64.2, NTR1 ag cell count 20 µM 39 and Myeloid diff MLP GFP+ MAC1+ % 0.2.
For COc1ccc(C(c2nnnn2Cc2ccccc2)N2CCN(c3nc4ccccc4s3)CC2)cc1OC (stereo not given) the results were TNAP activation fold 1.2, T cell modulator inactive, MgcRacGAP inhibition 2.1%, RSV antiviral HEp-2 8.8%, Myeloid diff MLP inactive, Salmonella PhoP GFP -9.8%, Large T inhibition 1.6%, K1F lysis inhibition 6.1%, NTR1 ag 0.5, T cell modulator vesicle-bound % 46.7, NTR1 ag cell count 20 µM 67 and Myeloid diff MLP GFP+ MAC1+ % 2.1.
COc1ccccc1-n1cnc2c(c1=O)c1nc3ccccc3nc1n2-c1ccc(C)cc1 was read as TNAP activation fold 1, T cell modulator inactive, MgcRacGAP inhibition 1.4%, RSV antiviral HEp-2 6.8%, Myeloid diff MLP inactive, Salmonella PhoP GFP -16.1%, Large T inhibition 19.7%, K1F lysis inhibition 0.2%, NTR1 ag 9.0, T cell modulator vesicle-bound % 33.1, NTR1 ag cell count 20 µM 68 and Myeloid diff MLP GFP+ MAC1+ % 0.2.
For CC(CC(=O)Nc1cccc(Cl)c1)c1ccccc1 (stereo not given) the results were TNAP activation fold 1.1, T cell modulator inactive, MgcRacGAP inhibition -6.5%, RSV antiviral HEp-2 5.5%, Myeloid diff MLP inactive, Salmonella PhoP GFP -8.4%, Large T inhibition 11.4%, K1F lysis inhibition 6.5%, NTR1 ag 0.0, T cell modulator vesicle-bound % 38.6, NTR1 ag cell count 20 µM 65 and Myeloid diff MLP GFP+ MAC1+ % 0.4.
Screening CC(=O)OC(C(=O)NC1CCCCC1)c1ccc(C)cc1 (stereo not given) returned TNAP activation fold 1.1, T cell modulator inactive, MgcRacGAP inhibition 4.3%, RSV antiviral HEp-2 2.4%, Myeloid diff MLP inactive, Salmonella PhoP GFP 3.5%, Large T inhibition 0.9%, K1F lysis inhibition 1.4%, NTR1 ag -2.1, T cell modulator vesicle-bound % 43.6, NTR1 ag cell count 20 µM 90 and Myeloid diff MLP GFP+ MAC1+ % 0.8.
For Cc1cc(C(=O)OCC(=O)NCCc2ccccc2)c(C)o1 the results were TNAP activation fold 1.1, T cell modulator inactive, MgcRacGAP inhibition 2.2%, RSV antiviral HEp-2 1.1%, Salmonella PhoP GFP -14.6%, Large T inhibition 5.0%, K1F lysis inhibition -0.4%, NTR1 ag -2.1, T cell modulator vesicle-bound % 25.6 and NTR1 ag cell count 20 µM 32.
For O=C(c1cc(-c2ccc3c(c2)OCO3)on1)N1CCOCC1 the results were TNAP activation fold 1.1, T cell modulator inactive, MgcRacGAP inhibition 9.3%, RSV antiviral HEp-2 0.7%, Myeloid diff MLP inactive, Salmonella PhoP GFP 3.5%, Large T inhibition -1.4%, K1F lysis inhibition -0.1%, NTR1 ag -0.2, T cell modulator vesicle-bound % 24.8, NTR1 ag cell count 20 µM 50 and Myeloid diff MLP GFP+ MAC1+ % 9.4.
Screening COc1ccc(NC(=O)C2CCN(S(=O)(=O)c3ccc4[nH]c(=O)oc4c3)CC2)c(OC)c1 returned T cell modulator inactive, MgcRacGAP inhibition 11.7%, RSV antiviral HEp-2 5.5%, Myeloid diff MLP inactive, Salmonella PhoP GFP -7.9%, Large T inhibition 12.0%, K1F lysis inhibition 0.2%, NTR1 ag 0.3, T cell modulator vesicle-bound % 38.5, NTR1 ag cell count 20 µM 55 and Myeloid diff MLP GFP+ MAC1+ % 2.0.

Screens: PubChem BioAssay, several laboratories
